Screening results from PubChem.
FEN1 inhibitor – blocks human flap endonuclease 1; P39748; Recombinant FEN1 flap cleavage, fluorescence, 15 min; Potency, µM (series often up to 114 µM), inactives show at the top dose activity change, negative = inhibition, actives largely listed as inhibitors; 390,000 compounds, 0.35% hits; also: nearly all actives have a fitted effect of over 65% in size
Target sequence (P39748 whole entry, looked up): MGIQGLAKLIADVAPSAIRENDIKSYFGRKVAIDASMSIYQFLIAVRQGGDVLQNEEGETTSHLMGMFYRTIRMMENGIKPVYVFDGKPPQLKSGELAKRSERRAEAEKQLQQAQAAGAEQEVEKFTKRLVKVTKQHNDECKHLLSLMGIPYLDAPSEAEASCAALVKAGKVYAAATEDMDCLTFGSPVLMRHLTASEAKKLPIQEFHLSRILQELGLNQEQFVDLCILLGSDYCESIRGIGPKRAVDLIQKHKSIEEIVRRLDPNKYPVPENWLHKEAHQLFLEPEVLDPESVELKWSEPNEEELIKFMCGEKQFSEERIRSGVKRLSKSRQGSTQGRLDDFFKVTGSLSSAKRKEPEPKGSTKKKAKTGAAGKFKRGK
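Recombinant FEN1 (10 nM) was preincubated with pin-transferred compounds for 15 min at room temperature, then flap DNA substrate (50 nM final) was added. Plates were read at 0 and 15 min, and normalized concentration–response data were fitted to a four-parameter Hill equation.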
N370S GC mod – inhibitors or activators of N370S glucocerebrosidase for Gaucher disease; Potency, µM (top dose mostly 59.4 µM), for the others: top-dose activity change, negative = inhibition, usual class: inhibitors; N370S GC spleen homogenate, 4MU-glucoside fluorescence; P04062; 330,000 compounds, 0.092% hits;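 also: 0% = full enzyme activity and -100% = no enzyme basal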
TDP1 inh – blocks human tyrosyl-DNA phosphodiesterase 1 | recombinant TDP1, AlphaScreen DNA substrate cleavage | Potency, µM (series often up to 130 µM), without a hit: at the highest dose activity change, negative = inhibition, hits mostly inhibitors | 350,000 compounds, 0.28% hits; also: nearly all actives have a fitted effect of over 40% in size
Target sequence (Q9NUW8 whole entry, looked up): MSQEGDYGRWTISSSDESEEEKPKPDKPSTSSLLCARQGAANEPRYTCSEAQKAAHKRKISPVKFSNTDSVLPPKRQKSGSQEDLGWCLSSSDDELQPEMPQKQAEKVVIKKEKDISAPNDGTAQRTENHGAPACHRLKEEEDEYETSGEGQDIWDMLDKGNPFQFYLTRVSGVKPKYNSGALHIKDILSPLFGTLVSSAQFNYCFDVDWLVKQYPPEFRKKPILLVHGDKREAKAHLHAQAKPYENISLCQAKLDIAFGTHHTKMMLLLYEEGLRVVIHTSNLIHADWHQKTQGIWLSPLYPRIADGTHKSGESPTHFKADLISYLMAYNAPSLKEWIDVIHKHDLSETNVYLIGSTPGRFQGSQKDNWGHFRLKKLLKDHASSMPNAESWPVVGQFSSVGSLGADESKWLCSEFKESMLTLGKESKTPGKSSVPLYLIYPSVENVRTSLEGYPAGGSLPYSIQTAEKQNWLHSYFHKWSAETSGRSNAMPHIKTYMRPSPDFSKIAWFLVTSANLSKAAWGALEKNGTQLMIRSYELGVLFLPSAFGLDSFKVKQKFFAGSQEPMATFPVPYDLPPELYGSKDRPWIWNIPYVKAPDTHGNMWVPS
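Here, a 5' biotin and 3' phosphotyrosine-FITC DNA oligonucleotide reports Tdp1 activity: intact substrate bridges AlphaScreen beads, while cleavage leaves a 3' phosphate and drops signal. All incubations at room temperature.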
* hit, by the source's call; ? = inconclusive; . = not tested or not shown; & = joins results of further samples; [ ] = another dose, or the depositor's remark. Calls follow the shape of the dose curve; as a rule, active = well fitted curve in the direction sought with a large enough effect; inconclusive = small, poorly fitted or top-dose-only effect, or another doubt; inactive = no such curve, though single readings can be large; an effect the other way counts as inactive or inconclusive. Unless noted, % is scaled to controls: 0 for no effect and ±100 for the full control effect; potency is read from the fitted curve at half-maximal effect.

SMILES	FEN1 inhibitor	N370S GC mod	TDP1 inh
COc1ccc(C)cc1NC(=O)C1CCN(S(=O)(=O)c2ccc3[nH]c4c(c3c2)CCCCC4)CC1	0.5%	.	5.3%
C/C(=N/NC(=O)c1ccncc1)c1ccc(NC(=O)c2ccc(Cl)cc2Cl)cc1	6.3%	1.3%	0.1%
O=C(NCCN1CCCC1=O)Nc1ccccc1	4.7%	-2.3%	9.1%
O=C(CN1CCN(c2ccc(Cl)cc2)CC1)Nc1ccc(F)c(F)c1	-6.9%&15.0%	-24.8%	0.0%&0.0%
NC(=S)N1CCCc2ccccc21	1.7%	1.0%	1.4%
CCc1ccc(-n2c(N3CCN(c4ccc(F)cc4)CC3)nc3ccccc3c2=O)cc1	-16.0%	.	2.3%
COc1cc(NC(=O)CCC(=O)OCCCC(F)(F)C(F)(F)F)nc(OC)n1	-18.5%	-3.3%	-2.5%
Cc1cc(NS(=O)(=O)c2c(C)c(C)cc(C)c2C)no1	-5.0%	0.5%	4.9%
CCc1ccc(NC(=O)CSc2nc3c(c(=O)[nH]2)CN(Cc2ccc(C)cc2)CC3)cc1	48.8%	.	2.9%
CCOC(=O)Nc1nnc(/C=C/c2ccc(OC)cc2)s1	-10.0%	2.2%	5.4%
Oc1ccc(-c2n[nH]c(=S)n2Cc2ccco2)cc1	12.2%	-1.1%	0.7%
CCOC(=O)c1c(C)oc2c1c1c(c3ccccc32)OCN(Cc2cccnc2)C1	-15.8%	-9.5%	6.8%
Cc1ccc(S(=O)(=O)NCC(=O)OCc2cc(=O)oc3c(C)c(C)ccc23)cc1C	-14.3%	.	-0.6%[56.1 µM]
Cc1cccc(CCN(C(=O)c2csnn2)C(C(=O)NC2CCCC2)c2ccco2)c1 (stereo not drawn)	-19.5%	6.4%	6.2%[0.0935 µM]
CC(OC(=O)c1cccc(S(=O)(=O)N2CCCC2)c1)C(=O)NC1CCCCC1C (stereo not drawn)	-2.9%	0.4%	-16.5%[0.505 µM]
O=C(CN1C(=O)CCC1=O)NC(=O)NC1CCCC1	0.3%	2.7%	4.7%
CC(=O)Nc1ccc(S(=O)(=O)N(CC(=O)Nc2cc(C)on2)Cc2ccc(F)cc2)cc1	-8.3%	-6.9%	5.6%
CCCCNCCOc1ccccc1-c1ccccc1	5.4%	3.6%	-2.6%
O=[N+]([O-])c1ccc(N=Cc2ccc(Br)c([N+](=O)[O-])c2)cc1	-8.4%	-12.7%	8.2%
Cc1ccc(NC(=O)CN2C(=O)NC3(CCCC3)C2=O)cc1S(=O)(=O)N1CCCCC1	11.8%	.	1.5%

A second format for 2 compounds above:
CCc1ccc(NC(=O)CSc2nc3c(c(=O)[nH]2)CN(Cc2ccc(C)cc2)CC3)cc1
  FEN1 inhibitor = 48.8%
  N370S GC mod = .
  TDP1 inh = 2.9%

CCOC(=O)Nc1nnc(/C=C/c2ccc(OC)cc2)s1
  FEN1 inhibitor = -10.0%
  N370S GC mod = 2.2%
  TDP1 inh = 5.4%

Next part:
SMILES	FEN1 inhibitor	N370S GC mod	TDP1 inh
O=C(Nc1cccc(F)c1)/C(=C\c1cccnc1)NC(=O)c1ccco1	-2.7%	6.8%	3.7%
CCN1CCN(C(c2ccccc2Cl)c2c(O)cc(C)n(CCOC)c2=O)CC1 (stereo not drawn)	3.2%	.	2.7%
C[C@@H](OC(=O)c1[nH]cnc1C(=O)N1CCc2ccccc2C1)c1ccccc1	1.1%	.	3.1%
O=C(/C=C/c1ccc(Br)o1)NCc1ccccc1	-26.2%	?	-4.8%
COc1cc(C[C@@H](C)[C@@H](C)Cc2ccc(O)c(OC)c2)ccc1O	-2.0%	.	7.3%
CCN(CC)S(=O)(=O)c1ccc(C(=O)Nc2ccc(C(F)(F)F)n(C)c2=O)cc1	-1.1%	-1.0%	.
O=C(Oc1ccccc1OC(=O)N1CCOCC1)N1CCOCC1	-2.2%	-1.0%	0.0%
O=C(/C=N/O)Nc1ccccc1	-7.1%	4.8%	0.0%
O=C(c1ccc(-c2ccccc2)cc1)C1CCCN(C(=O)c2cncs2)C1 (stereo not drawn)	-11.5%	6.3%	7.3%
CC(OC(=O)/C=C/c1ccco1)C(=O)Nc1cccc([N+](=O)[O-])c1 (stereo not drawn)	8.0%	-3.7%	.
COCCNc1ccnc(-c2cccc(NS(C)(=O)=O)c2)n1	.	-5.9%	-15.2%
O=C(N/N=C/c1cn(-c2ccccc2)nc1-c1cccnc1)c1ccccc1	16.2%	-7.9%	2.5%
O=[N+]([O-])c1ccc(N(c2ccccc2)c2ccccc2)cc1	-11.6%	-1.3%	-1.9%
O=C1S/C(=C/c2ccc(N3CCOCC3)o2)C(=O)N1Cc1ccc(F)cc1	-5.4%	-10.7%	0.0%
COc1ccc(-c2csc(Nc3ccc(S(N)(=O)=O)cc3)n2)cc1	8.2%	1.8%	2.6%
O=C(NCc1cccc(Cl)c1)c1oc(=O)c2ccccc2c1-c1ccccc1	-0.5%	.	4.6%
CCC1Nc2ncnc(N3CCCCC3)c2N(Cc2ccc(C)cc2)C1=O (stereo not drawn)	-5.9%	.	2.6%
COc1ccc2c(c1)OC(=O)CC2c1ccccc1OC (stereo not drawn)	11.4%	19.0%[89.1 µM]	-3.4%[56.1 µM]
c1ccc(CN=C2Nc3ccccc3CS2)nc1	-0.8%	-3.8%	5.0%
O=C(CN1CCN(S(=O)(=O)c2ccccc2)CC1)NC(=O)NC1CCCCC1	-5.9%	8.1%	4.7%
C=CCNC(=S)NNC(=O)c1cc(-c2cccnc2)nc2ccccc12	-1.7%	-3.7%	7.5%[56.1 µM]
CC(=O)Nc1ccc(NC(=O)COC(=O)CCCc2c[nH]c3ccccc23)cc1	-3.9%	-18.7%	.
O=C(NCc1cccs1)C1CCN(S(=O)(=O)N2CCCC2)CC1	5.6%	-2.3%	-3.8%
Cc1ccc(N2CCN(C(=O)c3cc4cc5ccc(C)cc5nc4s3)CC2C)cc1 (stereo not drawn)	-2.0%	.	-2.5%
O=C(CC(C(=O)O)c1ccc(Cl)cc1)c1ccccc1 (stereo not drawn)	2.6%	-2.2%	2.7%
O=C(CNC(=O)c1cccc(Cl)c1)N/N=C/C=C/c1ccccc1	-11.9%	15.6%	2.7%
COc1ccc(NC(=O)CSc2nc3ccccc3c(=O)n2CCCO)cn1	-12.7%	.	1.6%
NC(=O)CSc1cn(Cc2ccccc2)c2ccccc12	-9.7%	2.8%	1.2%
O=C(NCC(c1ccc2c(c1)OCO2)N1CCOCC1)c1ccccc1F (stereo not drawn)	13.1%	.	1.1%
C=CCc1c(C)[nH]c(=S)c(C#N)c1C	9.1%	9.1%	3.2%

Just FEN1 inhibitor and TDP1 inh (four entries from above):
Molecule | FEN1 inhibitor | TDP1 inh
COc1ccc(NC(=O)CSc2nc3ccccc3c(=O)n2CCCO)cn1 | -12.7% | 1.6%
C=CCc1c(C)[nH]c(=S)c(C#N)c1C | 9.1% | 3.2%
O=C(NCc1cccs1)C1CCN(S(=O)(=O)N2CCCC2)CC1 | 5.6% | -3.8%
O=C(CC(C(=O)O)c1ccc(Cl)cc1)c1ccccc1 (stereo not drawn) | 2.6% | 2.7%

More records
SMILES	FEN1 inhibitor	N370S GC mod	TDP1 inh
Cc1occc1C(=O)Nc1ccc2ccccc2c1	7.6%	7.1%[2.35 µM]	-1.0%
Cc1ccccc1CNC(=O)C1CCN(S(=O)(=O)Cc2ccccc2)CC1	-2.2%	.	2.9%
CC(=O)OC1COC(N2CCc3cc([N+](=O)[O-])ccc32)C(OC(C)=O)C1OC(C)=O (stereo not drawn)	-5.6%	-9.3%	0.0%
CC1Cc2ccccc2N1S(=O)(=O)c1ccc2c(c1)n(C)c(=O)c(=O)n2C (stereo not drawn)	-5.8%	-7.6%	5.6%
CC1=NN(C2=NS(=O)(=O)c3ccccc32)C(C)(O)C1 (stereo not drawn)	-6.7%	-9.9%	.
CN(C)N1C(=O)CC(NNC(=O)c2ccncc2)C1=O (stereo not drawn)	-5.7%	5.0%	2.6%
CCn1c(SCc2nc3scc(-c4ccccc4)c3c(=O)[nH]2)nnc1-c1cccs1	12.4%	20.8%	2.3%
COc1cccc(Nc2nc(-c3ccccc3O)nc3ccccc23)c1	-9.5%	-1.3%	.
O=C(CNC(=O)c1ccccc1F)Nc1ccc2c(c1)CCC2	-6.1%	.	0.1%
CCCCc1nnc(NC(=O)Cc2ccc(S(=O)(=O)N3CCOCC3)s2)s1	-11.2%	.	3.6%
O=C(NCc1ccc(F)cc1)C(=O)Nc1nc(C23CC4CC(CC(C4)C2)C3)cs1	-14.5%	-2.0%	-7.9%
CCOC(=O)C1NN=C(C(=O)c2ccccc2)C1c1ccc(OC)cc1 (stereo not drawn)	0.4%	13.9%	2.5%
Cc1ccccc1C(=O)OCc1cnc(Cl)s1	5.3%	2.7%	1.8%
COc1ccc(-n2c(Cc3cccn3C)nnc2SCC(=O)NCc2ccco2)cc1	10.4%	-6.3%	2.6%
CCOC(=O)C(C)NC(=O)CCc1nnc2ccc(N3CCC(C)CC3)nn12 (stereo not drawn)	1.2%	-1.2%	.
CN(CC(=O)N1CCN(c2ccccc2)CC1)S(=O)(=O)c1cccs1	11.5%	-1.7%	2.3%
CCCCNC(=O)CN1C(=O)c2cccnc2Sc2ccccc21	-0.5%	.	5.8%
Cc1ccc(/C=C(\C#N)C(=O)NC(C)c2ccccc2)o1 (stereo not drawn)	11.2%	-0.3%	4.8%[56.1 µM]
Cc1cccc(N2CCN(C(=O)c3cc4c(=O)oc5ccccc5c4s3)CC2C)c1 (stereo not drawn)	-6.5%	.	2.9%
COc1ccc(C2=C(C)C(=NCCCN3CCN(c4cc(Cl)ccc4C)CC3)NS2(=O)=O)cc1	1.5%	.	8.6%
CC(C)c1cccc(C(C)C)c1NC(=O)COC(=O)C1CCC1	9.0%	-17.5%	-9.9%
COc1cc(OC)c(NC(=O)Cn2c(SCc3ccccc3F)nc3cccnc32)cc1Cl	-5.7%	.	8.7%
COc1ccc(C2=NOC(Cn3nc(C(=O)O)cc3-c3ccccc3)C2)cc1 (stereo not drawn)	-1.0%	4.2%	.
COC(=O)/C(C#N)=C/c1ccc(OC(=O)c2ccccn2)cc1	0.0%	-9.9%	10.5%
CCn1cc(CN2CCc3c([nH]c4ccccc34)C2c2cccc(O)c2)c(C)n1 (stereo not drawn)	-13.6%	1.2%	9.6%
COc1ccc(C(=O)N/C(=C\c2cn(C)c3ccccc23)C(=O)N2CCN(C)CC2)cc1	-3.5%	3.3%	5.2%
COc1ccc(OC)c(Nc2nc(N)nc(CSc3nnc(N)s3)n2)c1	-15.6%	4.3%	2.6%
Cc1ccc(S(=O)(=O)N2CCOCC2)cc1NC(=O)c1cccc(S(=O)(=O)N2CCCC2)c1	-11.1%	-5.5%	1.2%
CC(C)CN(C(=O)COC(=O)Cc1cccc2ccccc12)c1c(N)n(Cc2ccccc2)c(=O)[nH]c1=O	0.8%	-8.2%	3.1%
COc1ccccc1CNC(=O)CS(=O)(=O)Cc1nc(-c2ccccc2C)oc1C	-11.8%	.	-1.2%
O=C(COC(=O)c1cccs1)Nc1cccc(S(=O)(=O)N2CCCCC2)c1	-2.6%	.	0.0%
O=C(Nc1ccc(F)cc1F)c1ccc(-n2cccn2)nc1	13.4%	4.4%	6.3%
O=c1oc2ccccc2c(N2CCCCC2)c1CN1CCCCC1	-1.6%	17.4%	6.7%
CC1=NOC(=O)/C1=C/c1ccc(O)cc1	8.1%	-6.8%	-3.6%
CCOc1cccc(C(=O)Nc2nnc(-c3cccs3)s2)c1	0.5%	0.6%	0.0%
CON/C=C(\C=Nc1ccc(F)cc1)c1ncc(C(F)(F)F)cc1Cl	7.7%	-14.2%	4.2%
CCC(C)C(NC(N)=O)C(=O)Nc1ccc(C)c(Cl)c1 (stereo not drawn)	7.8%	7.7%	6.7%
Nc1ncnc2nc(SCc3ccccc3)[nH]c12	2.8%	5.5%	3.2%
O=C(CSc1nnc(Nc2ccccc2)s1)NC1CCS(=O)(=O)C1 (stereo not drawn)	-1.1%	.	1.1%
CC(=O)c1ccc(NS(=O)(=O)c2ccc3c(c2)N(C(C)=O)CCO3)cc1	5.6%	-1.4%	1.2%
O=C(c1ccccc1)N1CCCc2ccccc21	3.4%	0.7%	-2.6%
CCOc1cc(C(=S)N2CCCC2)ccc1OCc1ccccc1	-7.9%	4.5%	7.3%
CCCc1noc2c1/C(=N\O)CC(c1ccccc1)C2 (stereo not drawn)	6.3%	7.2%	1.1%
COc1cc(C(=O)N/N=C/c2ccccn2)cc(OC)c1OC	-10.9%	9.2%	8.8%
COc1cc(C(C)=O)ccc1OCC(O)CN1CCN(c2ccccn2)CC1 (stereo not drawn)	13.2%	-0.6%	.

Some of the entries so far, comma-delimited.
Molecule,FEN1 inhibitor,N370S GC mod,TDP1 inh
O=C(c1ccccc1)N1CCCc2ccccc21,3.4%,0.7%,-2.6%
CCOc1cc(C(=S)N2CCCC2)ccc1OCc1ccccc1,-7.9%,4.5%,7.3%
CCCc1noc2c1/C(=N\O)CC(c1ccccc1)C2 (stereo not drawn),6.3%,7.2%,1.1%
COc1cc(C(=O)N/N=C/c2ccccn2)cc(OC)c1OC,-10.9%,9.2%,8.8%
